Bioassay records: PubChem BioAssay, Sanford-Burnham Center for Chemical Genomics
TIM10 inh – growth inhibitors of TIM10 yeast strain; S. cerevisiae TIM10 strain growth, BacTiter-Glo luminescence, 24 h; inhibition, % at 10 µM; 1.4% of 330,000 active; AID 463195;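 active = inhibition of 40% or more at the single tested concentration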;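 note: wild-type TIM10 isogenic control strain grown at permissive 25 °C; 0% = DMSO yeast wells and 100% = minimal medium wells without yeast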
hIAP block – blocks human intestinal alkaline phosphatase. P09923. purified IAP, CDP-Star luminescence, 30 min. inhibition, % at 10 µM. 0.12% of 330,000 active. AID 2544;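 active = inhibition reaching a set limit with compound at 10 µM in the primary screen, cut at about 35% in these data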;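 note: plate controls were DMSO wells with enzyme for no effect and no-enzyme buffer wells for full effect; values of inactives mirror those of a sister screen read the other way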
Target sequence (P09923 whole entry, looked up): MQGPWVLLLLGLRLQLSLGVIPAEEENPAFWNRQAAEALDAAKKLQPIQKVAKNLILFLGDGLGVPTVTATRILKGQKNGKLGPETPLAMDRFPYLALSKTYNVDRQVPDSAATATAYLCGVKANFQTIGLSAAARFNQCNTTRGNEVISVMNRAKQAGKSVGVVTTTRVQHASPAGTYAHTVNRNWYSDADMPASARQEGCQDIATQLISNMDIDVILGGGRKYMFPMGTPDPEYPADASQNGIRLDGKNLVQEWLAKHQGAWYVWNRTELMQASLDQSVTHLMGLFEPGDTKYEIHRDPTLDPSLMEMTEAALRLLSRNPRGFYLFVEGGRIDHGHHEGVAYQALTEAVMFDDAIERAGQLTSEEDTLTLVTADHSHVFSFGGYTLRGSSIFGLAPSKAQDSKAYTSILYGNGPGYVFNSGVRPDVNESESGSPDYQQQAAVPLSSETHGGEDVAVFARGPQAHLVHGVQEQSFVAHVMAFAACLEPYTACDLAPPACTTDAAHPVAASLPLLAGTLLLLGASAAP
mIAP act – increases mouse intestinal alkaline phosphatase activity. activation factor at 10 µM. muIAP, CDP-Star luminescence, 30 min; stronger effect = higher value; 1 = vehicle-only enzyme signal, 0 = enzyme-free wells. 0.24% of 330,000 active. AID 2805;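 active = activation factor of at least 2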; note: the source names both 10 and 20 µM as test concentration; values of inactives mirror those of a sister screen read the other way
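Assay system: mouse IAP enzyme; reagent: chemiluminescent substrate CDP-Star; dosing: test compounds delivered from DMSO solution; schedule: 30 min at room temperature; measured by: luminescence from enzymatic CDP-Star hydrolysis; controls: DMSO-only wells and no-enzyme negative control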
Apaf1 inhib – blocks human Apaf-1 apoptosome activity. reconstituted apoptosome caspase-3 activity, DEVD-Rh110 fluorescence. inhibition, % at 20 µM. 0.71% of 330,000 active; active = inhibition of at least 40% at 20 µM;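 note: plate controls were DMSO wells for no effect and DEVD-CHO caspase inhibitor wells for full effect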
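System – cell-free apoptosome with Apaf-1, procaspase-3 and caspase-9 · Buffer or medium – pH 7.5 Hepes buffer with CHAPS, BSA, DTT · Also added – cytochrome c with DEVD-Rh110 · Times – 30 min compound preincubation, 50 min activation, room temperature · Technique – Rh110 fluorescence intensity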
mIAP block – mouse IAP inhibition. purified mouse IAP, CDP-Star luminescence, 30 min. inhibition, % at 10 µM. 0.2% of 330,000 active. AID 2806;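 active = inhibition of at least 40% at 10 µM in the primary screen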;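 note: plate controls were DMSO with enzyme for no effect and no enzyme wells for full effect; values of inactives mirror those of a sister screen read the other way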
ATG4B inh – blocks human ATG4B protease cleavage of LC3 substrate | Q9Y4P1 | inhibition, % at 8.33 µM | 0.51% of 340,000 active | ATG4B cleavage of LC3-PLA2, NBD-HPC fluorescence, 1 h; in the data active = inhibition above about 40%
Target sequence (Q9Y4P1 whole entry, looked up): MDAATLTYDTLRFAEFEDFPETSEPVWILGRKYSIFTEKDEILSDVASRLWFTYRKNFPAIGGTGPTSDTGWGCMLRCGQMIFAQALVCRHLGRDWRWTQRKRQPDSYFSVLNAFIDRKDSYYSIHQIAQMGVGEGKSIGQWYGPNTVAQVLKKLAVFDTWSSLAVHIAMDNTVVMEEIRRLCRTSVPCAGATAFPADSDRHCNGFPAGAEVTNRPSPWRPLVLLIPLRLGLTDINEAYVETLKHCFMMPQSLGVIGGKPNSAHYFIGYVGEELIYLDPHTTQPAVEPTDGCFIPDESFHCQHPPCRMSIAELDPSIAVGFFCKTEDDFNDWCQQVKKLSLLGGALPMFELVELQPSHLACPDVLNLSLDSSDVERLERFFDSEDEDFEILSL
NALP3 yeast inh – NALP3 inhibition in yeast. Yeast reconstituted NLRP3/ASC/caspase-1, beta-gal luminescence, 24 h. inhibition, % at 10 µM. 0.39% of 330,000 active. AID 2825;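 active = inhibition of 50% or more; inactive = inhibition below 50%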;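 note: plate controls were induced DMSO wells for no effect and uninduced yeast grown without galactose for full effect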
hIAP activ – increases human intestinal alkaline phosphatase activity | activation factor at 10 µM | purified human IAP, CDP-Star luminescence, 30 min; stronger effect = higher value; 1 = vehicle-only enzyme, 0 = enzyme-free background | P09923 | 0.16% of 330,000 active;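 active = activation factor of the enzyme at least 2-fold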; note: the source names both 10 and 20 µM as test concentration; values of inactives mirror those of a sister screen read the other way
tim10-1 inh – growth inhibitors of tim10-1 mutant yeast; S. cerevisiae tim10-1 ts strain growth, BacTiter-Glo, 24 h; inhibition, % at 20 µM; AID 463190; 2.2% of 330,000 active;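 active = inhibition of at least 40%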;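 note: mutant grown at 25 °C; 0% = DMSO wells with yeast and 100% = wells holding no yeast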
Active calls of the source: *.

SMILES	TIM10 inh	hIAP block	mIAP act	Apaf1 inhib	mIAP block	ATG4B inh	NALP3 yeast inh	hIAP activ	tim10-1 inh
CC(=NCCc1c[nH]c2ccccc12)c1c(O)n(Cc2ccccc2)c(=O)[nH]c1=O	3	19	1	-1	-2	-15	3	0.81	-1
COc1ccc(CCNC2CCCCC2)cc1OC	0	9	0.93	-20	7	-4	-2	0.91	10
CC(N)Cc1c[nH]c2c1ccc1ccccc12 (stereo not drawn)	6	-16	0.99	-3	1	-3	13	1.2	15
COC(=O)C1=C(c2ccc(OC)c(OC)c2)C[C@@H]2CC[C@H]1N2C(=O)NCCOc1ccccc1Cl	10	-1	1	7	-4	-12	3	1	14
CC(C)C12CN3CCN(CC(C3)C1O)C2 (stereo not drawn)	-6	25	0.99	-6	0	15	17	0.75	-2
CCOC(=O)C1CCN(/C=C2\C(=O)NC(=S)N(CC)C2=O)CC1	7	3	0.9	7	10	24	27	0.97	-9
COc1ccc(C2NCc3ccc4c(c3-n3cccc32)OCO4)cc1O (stereo not drawn)	11	9	0.97	5	3	-4	-14	0.91	16
CN1C(=O)C(=Cc2cn(CC(=O)N3CCCC3)c3ccccc23)C(=O)N(C)C1=O	7	22	0.87	12	13	-14	24	0.78	3
COC(=O)C1=C(c2ccccc2OCc2ccccc2)C[C@@H]2CC[C@H]1N2C(=O)NC1CCN(Cc2ccccc2)CC1	2	-12	1.1	39	-14	2	17	1.1	14
CC(=O)N1N=C2C3CCN(CC3)C2C1c1ccc(C)cc1 (stereo not drawn)	-4	0	1.1	0	-10	1	9	1	-17
COc1cc(OC)c(OC)cc1/C=C1/C(=O)NC(=O)N(Cc2ccccc2)C1=O	11	12	0.94	-8	6	5	12	0.88	17
COC(=O)C1=C(c2ccc(F)cc2OCc2ccccc2)C[C@@H]2CC[C@H]1N2C(=O)N1CCC(O)CC1	12	-17	1.1	1	-7	-13	-8	1.2	10
Cn1cc(C(=O)OCC(=O)NC2CCCC2)c2ccccc21	9	-1	1.1	1	-6	-3	10	1	9
CCN(CC)c1ccc(/C=C2\C(=O)NC(=O)N(Cc3ccco3)C2=O)cc1	13	5	0.51	2	49*	-5	1	0.95	14
C1=C(c2ccccc2)CCNC1	-15	12	0.98	-6	2	2	16	0.88	-15
CCOP(=O)(OCC)C(O)c1ccc(OC)c(OC)c1 (stereo not drawn)	-8	11	0.95	3	5	-10	-1	0.89	-4
O=c1[nH]c(=S)n(C2CC2)c(O)c1C=Nc1cccc(C(F)(F)F)c1	-4	7	0.82	-9	18	7	17	0.93	7
C(=NC12CN3CN(CN(C3)C1)C2)c1cccs1	-2	12	0.93	-11	7	4	12	0.88	-1
CC1OC(NCCc2ccccc2)C(O)C(O)C1O (stereo not drawn)	12	0	1.1	8	-9	3	-1	1	1
O=c1[nH]c(=O)n(-c2cccc(Cl)c2)c(O)c1C=NCCN1CCCCC1	-7	-2	0.96	2	4	11	-4	1	-4
CC(C)c1ccc(-n2c(O)c(C=NCCN3CCNCC3)c(=O)[nH]c2=S)cc1	-7	-2	1	8	-5	-4	17	1	10
COC(=O)C1=C(c2ccc(OC)c(OC)c2)C[C@@H]2CC[C@H]1N2C(=O)NCc1cc(C)oc1C(F)(F)F	2	13	1	2	-4	-6	-10	0.87	-1
CC12CN3CC(C)(CN(C1)C3c1ccco1)C2=O (stereo not drawn)	11	-2	1	-1	0	2	-15	1	6
CN1CCc2nc3sc(C(=O)NC(C)(C)C)c(N)c3cc2C1	-141	-21	0.92	14	8	-5	12	1.2	-3
COc1ccc(-n2c(O)c(C(C)=NCC3CCCO3)c(=O)[nH]c2=O)cc1 (stereo not drawn)	14	5	1.1	-21	-8	-3	-22	0.95	12

Five compounds drawn at random from the list so far:
SMILES	TIM10 inh	hIAP block	mIAP act	Apaf1 inhib	mIAP block	ATG4B inh	NALP3 yeast inh	hIAP activ	tim10-1 inh
CN1C(=O)C(=Cc2cn(CC(=O)N3CCCC3)c3ccccc23)C(=O)N(C)C1=O	7	22	0.87	12	13	-14	24	0.78	3
CCOC(=O)C1CCN(/C=C2\C(=O)NC(=S)N(CC)C2=O)CC1	7	3	0.9	7	10	24	27	0.97	-9
Cn1cc(C(=O)OCC(=O)NC2CCCC2)c2ccccc21	9	-1	1.1	1	-6	-3	10	1	9
CCOP(=O)(OCC)C(O)c1ccc(OC)c(OC)c1 (stereo not drawn)	-8	11	0.95	3	5	-10	-1	0.89	-4
CN1CCc2nc3sc(C(=O)NC(C)(C)C)c(N)c3cc2C1	-141	-21	0.92	14	8	-5	12	1.2	-3

Additional records follow.
SMILES	TIM10 inh	hIAP block	mIAP act	Apaf1 inhib	mIAP block	ATG4B inh	NALP3 yeast inh	hIAP activ	tim10-1 inh
O=P(O)(O)/C=C(\Cl)c1ccccc1	7	5	0.97	0	3	-2	9	0.95	21
CC(=NCc1ccco1)c1c(O)n(-c2ccc(Cl)cc2)c(=O)[nH]c1=O	20	9	1.1	-11	-7	3	14	0.91	14
COc1ccc(OCC(=O)N2CCCC(N3CCN(c4ccccc4C)CC3)C2)cc1 (stereo not drawn)	1	-32	0.96	0	4	1	21	1.3	19
O/N=C1\CCC2CN(C3CCCCC3)CC2C1 (stereo not drawn)	-10	-4	1.1	4	-8	-1	-10	1	2
CCCCCCn1c(O)c(C=NCCN2CCOCC2)c(=O)[nH]c1=O	11	18	1.1	-2	-11	-3	23	0.82	12
CC(=O)Nc1ccccc1C(=O)OCc1ccc(C(=O)c2ccccc2)cc1	11	5	0.89	11	11	19	-1	0.95	14
C=CCn1c(O)c(C(CC)=Nc2ccc3c(c2)CCC3)c(=O)[nH]c1=O	1	-45	1.1	8	-12	1	11	1.4	24
O/N=C1/C(=C\c2ccccc2)N2CCC1CC2	-12	0	1	-9	-4	4	6	1	13
CNC(=O)c1cccn(Cc2ccc(C(F)(F)F)cc2)c1=O	0	2	1	-7	-2	9	19	0.98	4
CNP(=S)(NC)OCCOc1ccc(OC)cc1	11	29	1	4	-3	-3	24	0.71	20
CC(C)OP(=O)(OC(C)C)C(O)c1ccc(Br)cc1 (stereo not drawn)	4	-14	1	0	-2	-1	5	1.1	5
COc1ccc(CC2(CCc3ccccn3)C(=O)NC(=O)N(c3ccccc3C)C2=O)cc1OC (stereo not drawn)	-1	11	1	-8	-1	-12	13	0.89	5
CC(=NCCCN1CCOCC1)c1c(O)n(Cc2ccccc2)c(=O)[nH]c1=O	-15	4	1.1	10	-7	-11	12	0.95	10
Cc1ccc2nc3c(cc2c1)CC1(C(=O)N(C)C(=O)N(C)C1=O)C1COCCN31 (stereo not drawn)	7	8	1.1	-11	-7	-2	1	0.92	14
CCSc1nnc([C@@H](N)Cc2c[nH]c3ccccc23)o1	10	22	0.92	-5	8	-11	3	0.78	14
CN1CCN(c2ncnc3c2cnn3C)CC1	-17	5	1	-2	-4	-4	27	0.95	11
CN(C)CC#CCn1c2ccccc2c2ccccc21	-13	-12	1.2	-10	-16	30	24	1.1	5
COc1ccc(C(O)c2ccccc2OP(=O)(N(C)C)N(C)C)cc1 (stereo not drawn)	3	-4	1.2	7	-15	5	6	1	18
CCC1(C)CC(CCNCc2ccc(N(C)C)cc2)(c2ccc(F)cc2)CCO1 (stereo not drawn)	-13	-8	0.96	-14	4	-4	7	1.1	12
CCC12CN3CCN(CC(C3)C1O)C2 (stereo not drawn)	7	12	0.98	2	2	1	-6	0.88	1
CCOc1cc(CNCCc2c[nH]c3ccccc23)cc(Cl)c1OCC	24	7	0.9	11	10	3	20	0.93	32
NC(=O)C1CCN(/C=C2\C(=O)NC(=O)N(Cc3ccco3)C2=O)CC1	13	18	0.97	-18	3	-3	3	0.82	3
CC(C)c1ccc(-n2c(O)c(C=NC(CCS(C)=O)C(=O)O)c(=O)[nH]c2=S)cc1 (stereo not drawn)	-5	-31	1	-5	-3	-8	2	1.3	5
CS(=O)(=O)NNP(=O)(NNS(C)(=O)=O)NC(=O)c1ccc(Br)cc1	-24	27	0.94	-10	6	-3	2	0.73	-12
CCN(CC)CCCN=C(C)c1c(O)n(-c2ccc(C)cc2)c(=O)[nH]c1=O	2	-46	0.97	-1	3	1	17	1.5	2
Carrying on:
SMILES	TIM10 inh	hIAP block	mIAP act	Apaf1 inhib	mIAP block	ATG4B inh	NALP3 yeast inh	hIAP activ	tim10-1 inh
CC(C(O)c1ccccc1)N(C)CCn1cnc2c1c(=O)n(C)c(=O)n2C (stereo not drawn)	3	-8	0.9	-8	10	-8	-4	1.1	8
COCC(C)OC(=O)c1c(N)n(Cc2ccco2)c2nc3ccccc3nc12 (stereo not drawn)	12	-3	1	61*	-1	-11	13	1	10
c1ccc(NC2=NCCCS2)cc1	-12	-16	1	0	-2	-7	6	1.2	7
O=C1OCCN1P(=O)(c1ccccc1)c1ccccc1	-7	-38	1	0	-3	-6	2	1.4	-7
Clc1cc(Cl)cc(NC2=NCCS2)c1	22	-2	0.99	-4	1	-3	37	1	22
CCN(CC)S(=O)(=O)c1ccc(C)c(NCC(=O)Nc2ccc(C#N)c(Cl)c2)c1	-7	17	1	14	-4	-3	-10	0.83	3
Cn1c(O)c(Cc2ccc(OCc3ccccc3)cc2)c(=O)n(C)c1=O	-5	6	0.97	4	3	-1	28	0.94	13
Cc1sc2ncn(CC(=O)NCC(=O)N3CCC4(CC3)OCCO4)c(=O)c2c1C	8	-26	0.98	-12	2	-4	-2	1.3	8
COc1ccc(S(=O)(=O)Cc2ccc(C(=O)N3CCC4(CC3)OCCO4)o2)cc1	-3	-3	0.97	5	3	-2	20	1	14
O=c1[nH]c(O)c(N=Nc2ccc(S(=O)(=O)N3CCOCC3)cc2)c(=O)[nH]1	-13	20	0.85	-7	15	-10	13	0.8	8

Some values from the list:
In NALP3 yeast inh, COCC(C)OC(=O)c1c(N)n(Cc2ccco2)c2nc3ccccc3nc12 (stereo not drawn) is listed with 13
In hIAP block, O=C1OCCN1P(=O)(c1ccccc1)c1ccccc1 is listed with -38
In hIAP activ, Cc1sc2ncn(CC(=O)NCC(=O)N3CCC4(CC3)OCCO4)c(=O)c2c1C is listed with 1.3
In NALP3 yeast inh, COc1ccc(S(=O)(=O)Cc2ccc(C(=O)N3CCC4(CC3)OCCO4)o2)cc1 is listed with 20

Part of the list above in order of molecular weight, smallest number first:
SMILES	TIM10 inh	hIAP block	mIAP act	Apaf1 inhib	mIAP block	ATG4B inh	NALP3 yeast inh	hIAP activ	tim10-1 inh
O/N=C1/C(=C\c2ccccc2)N2CCC1CC2	-12	0	1	-9	-4	4	6	1	13
CN1CCc2nc3sc(C(=O)NC(C)(C)C)c(N)c3cc2C1	-141	-21	0.92	14	8	-5	12	1.2	-3
COc1ccc(C2NCc3ccc4c(c3-n3cccc32)OCO4)cc1O (stereo not drawn)	11	9	0.97	5	3	-4	-14	0.91	16

Not all compounds are listed; the hit share may differ from the screen's.
